PRC2 inh: EZH2 (human) methyltransferase inhibition; hit rate 0.35% among 57,000; Q15910; inhibition, % at 12.5 µM; PRC2 H3K27 methylation, DELFIA TRF, 1 h; AID 651548;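 active means mean inhibition of replicates at least 50% and every single replicate also reaching 50%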;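 further: dimethyl H3K27 on biotinylated H3 21-44 peptide detected by antibody; plate controls were median neutral control wells for no effect and median positive control wells for full effect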
Target sequence (Q15910 whole entry, looked up): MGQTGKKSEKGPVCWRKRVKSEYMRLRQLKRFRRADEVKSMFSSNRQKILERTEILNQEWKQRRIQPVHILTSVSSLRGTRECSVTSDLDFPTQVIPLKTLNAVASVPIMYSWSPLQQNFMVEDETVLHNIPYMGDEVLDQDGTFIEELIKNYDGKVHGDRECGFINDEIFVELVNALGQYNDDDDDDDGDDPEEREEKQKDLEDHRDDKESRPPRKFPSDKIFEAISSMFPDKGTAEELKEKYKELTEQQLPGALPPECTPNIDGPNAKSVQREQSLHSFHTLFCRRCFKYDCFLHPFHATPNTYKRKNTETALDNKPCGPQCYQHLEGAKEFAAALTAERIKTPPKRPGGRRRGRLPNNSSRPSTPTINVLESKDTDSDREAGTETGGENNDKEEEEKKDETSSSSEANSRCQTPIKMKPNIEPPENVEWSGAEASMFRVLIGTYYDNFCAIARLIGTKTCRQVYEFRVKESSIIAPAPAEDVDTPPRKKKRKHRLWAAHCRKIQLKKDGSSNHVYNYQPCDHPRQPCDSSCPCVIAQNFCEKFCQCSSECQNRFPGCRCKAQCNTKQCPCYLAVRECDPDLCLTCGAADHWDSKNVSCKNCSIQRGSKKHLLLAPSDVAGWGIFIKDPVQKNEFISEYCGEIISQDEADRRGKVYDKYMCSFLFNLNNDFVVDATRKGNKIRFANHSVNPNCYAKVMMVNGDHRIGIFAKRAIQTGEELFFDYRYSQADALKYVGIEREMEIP
IDH1 mut inh: IDH1 R132H (human) inhibition. O75874. IDH1 R132H reductase, diaphorase/resazurin fluorescence, 60 min. inhibition, % at 10 µM. hit rate 0.18% among 70,000. AID 624101; in the data active means inhibition above about 34%;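 further: 0% = DMSO and 100% = no enzyme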
* marks the source's active call; other numbers are inactive results; · = no result given; & = joins results of further samples. A portion of the library, so the mix of outcomes need not match the whole.

SMILES | PRC2 inh | IDH1 mut inh
O=C(C[C@@H]1C[C@@H]2c3cc(NS(=O)(=O)c4ccc(F)cc4)ccc3O[C@@H]2[C@@H](CO)O1)NCc1cccc(F)c1 | 7 | -1.1
CO[C@@H]1CN(C)C(=O)c2ccc(NS(=O)(=O)c3cn(C)cn3)cc2OC[C@H](C)NC[C@H]1C | 5 | 0.0
CC(C)NC(=O)N[C@H]1C=C[C@H](CC(=O)O)O[C@@H]1CO | 6 | 0.4
CCCC#Cc1cnc2c(c1)C(=O)N([C@H](C)CO)C[C@@H](C)[C@@H](CN(C)C(=O)Nc1cccc(F)c1)O2 | -19&-9 | 0.2
Cc1noc(C)c1S(=O)(=O)Nc1ccc2c(c1)CC(=O)N([C@@H](C)CO)C[C@@H](C)[C@H](CN(C)S(=O)(=O)c1cccs1)O2 | · | 0.6
COc1ccc(-c2cc(C(F)(F)F)n3nc(C(=O)N(C)Cc4cnn(C)c4C)cc3n2)cc1OC | -16 | -0.5
CC(C)NC(=O)N(C)C[C@H]1OCCCC[C@@H](C)Oc2ccc(NC(=O)c3ccccc3)cc2C(=O)N([C@@H](C)CO)C[C@@H]1C | -11 | ·
C[C@@H]1CN([C@H](C)CO)C(=O)c2cc(NC(=O)CCN3CCOCC3)ccc2O[C@@H]1CN(C)C(=O)Nc1cccc2ccccc12 | -13 | 2.2
Cc1noc(C)c1NC(=O)N(C)C[C@@H]1Oc2ccc(NS(=O)(=O)c3ccc(Cl)cc3)cc2CC(=O)N([C@H](C)CO)C[C@H]1C | · | 0.4
C[C@@H]1CCCCO[C@H](CN(C)Cc2ccncc2)[C@@H](C)CN([C@H](C)CO)C(=O)c2cc(NS(C)(=O)=O)ccc2O1 | 1 | 3.6
CO[C@@H]1CN(C)C(=O)c2cc(NS(C)(=O)=O)ccc2OC[C@H](C)N(Cc2cccnc2)C[C@@H]1C | -5 | 0.0
Cc1noc(C)c1NC(=O)N(C)C[C@@H]1Oc2ccc(NS(=O)(=O)c3c(C)noc3C)cc2CC(=O)N([C@@H](C)CO)C[C@@H]1C | · | 1.6
O=C(NCC[C@H]1CC[C@@H](NC(=O)C2CCCCC2)[C@@H](CO)O1)Nc1ccc(Cl)cc1 | -2 | 0.4
C[C@H](CO)N1C[C@H](C)[C@@H](CN(C)C(=O)NC2CCCCC2)OCCCC[C@H](C)Oc2ccc(NC(=O)Nc3cccc4ccccc34)cc2C1=O | · | -3.3
Cc1noc(C)c1S(=O)(=O)N(C)C[C@H]1Oc2ccc(NS(=O)(=O)c3cn(C)cn3)cc2CC(=O)N([C@H](C)CO)C[C@H]1C | · | 2.5
C[C@@H]1CN([C@H](C)CO)C(=O)c2cccc(NC(=O)NC3CCCCC3)c2O[C@@H]1CN(C)CC1CC1 | -2 | ·
Cc1noc(C)c1S(=O)(=O)N(C)C[C@H]1OCCCC[C@H](C)Oc2ccc(NS(=O)(=O)c3ccc(F)cc3)cc2C(=O)N([C@H](C)CO)C[C@@H]1C | · | 0.3
C[C@@H]1CN([C@H](C)CO)C(=O)c2cc(NS(C)(=O)=O)ccc2O[C@@H](C)CCCCO[C@H]1CN(C)S(=O)(=O)c1ccc(F)cc1 | · | -1.1
C[C@H]1CN([C@@H](C)CO)C(=O)c2cc(NS(=O)(=O)c3cn(C)cn3)ccc2O[C@@H]1CN(C)C(=O)NC1CCCCC1 | · | 0.7
C=CCSc1n[nH]c(-c2ccc(C(F)(F)F)cc2)n1 | 21 | -0.4
Cc1noc(C)c1NC(=O)N(C)C[C@H]1Oc2ccc(N(C)C)cc2CC(=O)N([C@H](C)CO)C[C@@H]1C | -2 | 3.6
C[C@@H]1CN([C@H](C)CO)C(=O)c2cc(C#CC3(O)CCCC3)cnc2O[C@@H]1CN(C)S(C)(=O)=O | -26 | 0.1
C[C@@H]1CN([C@H](C)CO)S(=O)(=O)c2ccc(-c3ccc(F)cc3)cc2O[C@@H]1CN(C)Cc1cccc(F)c1 | 16 | ·
COc1ccc(CN(C)C[C@@H]2Oc3c(NS(=O)(=O)c4ccc(OC)cc4)cccc3C(=O)N([C@H](C)CO)C[C@H]2C)cc1 | · | -2.8
Cc1cc(C)nc(NC(=O)NC(=O)COc2ccc(Cl)cc2Cl)n1 | · | 0.0
C[C@@H]1CN([C@@H](C)CO)C(=O)c2cccc(NC(=O)Nc3ccc(F)cc3)c2O[C@H]1CN(C)Cc1ccc(C(F)(F)F)cc1 | -15 | 0.5
COc1ccc(CCNc2nc(C)nc3c2sc2nc4c(cc23)COC(C)(C)C4)cc1OC | · | 0.3
O=C(N[C@H]1CC[C@@H](CCNS(=O)(=O)c2ccccc2Cl)O[C@H]1CO)c1ccccc1 | 1 | 0.2
C[C@@H]1CN([C@@H](C)CO)C(=O)c2cc(N(C)C)ccc2O[C@@H]1CN(C)Cc1ccc(Cl)c(Cl)c1 | -4 | -0.1
COc1ccc(NC(=O)CN2C(=O)COc3ccc(Cl)cc32)cc1 | 24 | -0.6

Brought forward from above: 6 compounds, followed by the next part.
SMILES | PRC2 inh | IDH1 mut inh
Cc1cc(C)nc(NC(=O)NC(=O)COc2ccc(Cl)cc2Cl)n1 | · | 0.0
C[C@@H]1CN([C@@H](C)CO)C(=O)c2cccc(NC(=O)Nc3ccc(F)cc3)c2O[C@H]1CN(C)Cc1ccc(C(F)(F)F)cc1 | -15 | 0.5
COc1ccc(CCNc2nc(C)nc3c2sc2nc4c(cc23)COC(C)(C)C4)cc1OC | · | 0.3
O=C(N[C@H]1CC[C@@H](CCNS(=O)(=O)c2ccccc2Cl)O[C@H]1CO)c1ccccc1 | 1 | 0.2
C[C@@H]1CN([C@@H](C)CO)C(=O)c2cc(N(C)C)ccc2O[C@@H]1CN(C)Cc1ccc(Cl)c(Cl)c1 | -4 | -0.1
COc1ccc(NC(=O)CN2C(=O)COc3ccc(Cl)cc32)cc1 | 24 | -0.6
O=C(C[C@@H]1CC[C@H](NC(=O)c2cccnc2)[C@@H](CO)O1)NCc1ccncn1 | -3 | 0.2
C[C@H](CO)N1C[C@H](C)[C@@H](CN(C)C(=O)Nc2cccc3ccccc23)Oc2ccc(NC(=O)C3CC3)cc2CC1=O | 0 | 0.3
C[C@H]1CN([C@@H](C)CO)C(=O)CCCn2nncc2CO[C@H]1CN(C)Cc1ccccc1 | -3 | 2.6
COc1ccc(-c2csc(NC(=O)c3cc(-c4ccc(C)o4)nc4ccccc34)c2C#N)cc1OC | 25 | -0.1
CC(C)NC(=O)Nc1ccc2c(c1)C(=O)N([C@H](C)CO)C[C@H](C)[C@H](CN(C)C(=O)Cc1ccccc1)OCCCC[C@@H](C)O2 | -12 | 0.6
C[C@H](CO)N1C[C@H](C)[C@@H](CN(C)Cc2ccccc2)OCCCC[C@H](C)Oc2ccc(NS(=O)(=O)c3cccs3)cc2C1=O | · | 0.9
COc1ccccc1CNC(=O)C[C@H]1C[C@H]2c3cc(NC(=O)Nc4ccc(C(F)(F)F)cc4)ccc3O[C@H]2[C@H](CO)O1 | -2 | 0.4
CC(=O)Nc1ccc(NC(=O)CN(c2ccc(Cl)c(C(F)(F)F)c2)S(C)(=O)=O)cc1 | -27 | 0.2
Cc1ccc(S(=O)(=O)N(C)C[C@H]2Oc3ccc(NC(=O)Nc4ccc(C(F)(F)F)cc4)cc3CC(=O)N([C@H](C)CO)C[C@H]2C)cc1 | · | 0.2
CNC[C@H]1Oc2c(NC(=O)c3cnccn3)cccc2C(=O)N([C@@H](C)CO)C[C@H]1C | -6 | 2.9
O=C(Cn1nc(-c2cccc([N+](=O)[O-])c2)c2ccccc2c1=O)Nc1cccc(C(F)(F)F)c1 | -47 | 0.5
Nc1nnc(SCC(=O)NC23CC4CC(CC(C4)C2)C3)s1 | -5 | 0.0
CCC(=O)N(C)C[C@H]1Oc2cc(C#CC3CCCC3)ccc2S(=O)(=O)N([C@H](C)CO)C[C@@H]1C | 10 | ·
CC(C)N(Cc1nc(-c2ccc(Cl)cc2)no1)S(=O)(=O)c1ccc2ccccc2c1 | 6 | 0.2
Cc1ccc(S(=O)(=O)N[C@@H]2CC[C@H](CCn3cc(C4CCCCC4)nn3)O[C@@H]2CO)cc1 | -16 | -0.1
C[C@@H]1CCCCO[C@@H](CN(C)S(=O)(=O)c2cn(C)cn2)[C@H](C)CN([C@@H](C)CO)C(=O)c2cc(NC(=O)Nc3ccccc3)ccc2O1 | · | -8.5
O=C(C[C@@H]1C=C[C@H](NC(=O)C2CCC2)[C@H](CO)O1)NC1CCC1 | 2 | 0.2
CO[C@H]1CN(C)C(=O)c2ccc(NC(=O)Nc3c(C)noc3C)cc2OC[C@H](C)N(CCC(F)(F)F)C[C@H]1C | -9 | -0.2
N#C[C@@H]1[C@@H](c2ccccc2)[C@@H](CO)N1S(=O)(=O)c1ccc(F)cc1 | · | 0.0
CO[C@@H](CN(C)Cc1cc(F)ccc1F)[C@@H](C)CN(C(=O)Nc1ccc(F)cc1)[C@@H](C)CO | -3 | -0.4
O=S(=O)(N[C@@H]1CCCN(Cc2ccc(OCCO)cc2)C1)c1ccc(-c2ccccc2)cc1 | -7 | ·
Cc1ccc(S(=O)(=O)N(C)C[C@H]2Oc3ncc(C#CC4(O)CCCC4)cc3C(=O)N([C@H](C)CO)C[C@H]2C)cc1 | · | 0.2
Cc1ccc(-c2nn3c(C)nnc3c3ccccc23)cc1S(=O)(=O)NCC1CCCO1 (centres undefined) | -4 | 0.0
C[C@@H]1CN([C@H](C)CO)C(=O)c2cc(C#Cc3ccccc3)cnc2O[C@@H]1CN(C)C(=O)c1ccccc1 | · | -2.2
Cc1noc(C)c1S(=O)(=O)Nc1ccc2c(c1)CC(=O)N([C@@H](C)CO)C[C@H](C)[C@H](CN(C)S(=O)(=O)c1ccccc1)O2 | · | -1.4
CC(C)C#Cc1ccc2c(c1)O[C@H](CN(C)C(=O)C1CC1)[C@H](C)CN([C@H](C)CO)S2(=O)=O | 0 | -3.0
CCCCCCCCCCC/C=C\C(C)(C)/C=C\CCCC(=O)O | 13 | -1.2
O=C(O)C[C@H]1C[C@H]2c3cc(NC(=O)Nc4ccccc4)ccc3O[C@H]2[C@@H](CO)O1 | 0 | -0.9
Cc1cc(C)nc(SCC(=O)Nc2nonc2N)n1 | · | -0.8
COc1ccccc1NC(=O)Cn1nnc(-c2cc(OC)c(OC)c(OC)c2)n1 | -1 | -0.3
Cc1noc(C)c1S(=O)(=O)Nc1ccc2c(c1)C(=O)N([C@@H](C)CO)C[C@H](C)[C@H](CN(C)Cc1ccccc1)OCCCC[C@@H](C)O2 | · | 1.7
CO[C@H](CN(C)C(=O)Nc1ccc(C(F)(F)F)cc1)[C@@H](C)CN(Cc1ccccc1Cl)[C@@H](C)CO | 28 | -0.3
O=C(C[C@@H]1C[C@H]2c3cc(NC(=O)NC4CCCCC4)ccc3O[C@H]2[C@H](CO)O1)NCC1CC1 | 1 | -0.1
C[C@@H](NC(=O)C[C@@H]1CC[C@H](NC(=O)C2CCOCC2)[C@H](CO)O1)c1ccccc1 | -16 | 0.2
Cc1ccc(NC(=O)COc2ccc(Cl)cc2Br)c([N+](=O)[O-])c1 | 14 | 0.0
Cc1noc(C)c1S(=O)(=O)Nc1ccc2c(c1)C(=O)N([C@@H](C)CO)C[C@@H](C)[C@@H](CN(C)C(=O)NC1CCCCC1)O2 | · | 0.4
C[C@H](O)C#Cc1ccc2c(c1)O[C@@H](CN(C)C(=O)C1CC1)[C@H](C)CN([C@@H](C)CO)S2(=O)=O | -2 | ·
CS(=O)(=O)Nc1ccc2c(c1)[C@@H]1C[C@H](CC(=O)NCc3cc(F)ccc3F)O[C@@H](CO)[C@@H]1O2 | 3 | -0.3
C[C@@H]1CN([C@@H](C)CO)C(=O)c2cc(NC(=O)Nc3ccccc3)ccc2O[C@@H](C)CCCCO[C@H]1CN(C)C(=O)Cc1ccccc1 | · | 0.9
C[C@H]1CN([C@@H](C)CO)C(=O)c2cc(Br)cnc2O[C@@H]1CN(C)C(=O)c1ccc(F)cc1 | -1 | -0.6
C[C@@H]1CN([C@@H](C)CO)C(=O)c2cc(NC(=O)c3ccccc3)ccc2O[C@@H](C)CCCCO[C@H]1CN(C)CC1CCCCC1 | · | -0.1
Cc1ccc(S(=O)(=O)N(C)C[C@H]2Oc3ccc(NC(=O)C4CC4)cc3CC(=O)N([C@@H](C)CO)C[C@@H]2C)cc1 | -7 | -13
N#Cc1sc2nc3ccccc3n2c1/N=C/N1CCOCC1 | -24 | 0.3
C/C=C/c1ccc2c(c1)O[C@H](CN(C)CC1CC1)[C@H](C)CN([C@@H](C)CO)S2(=O)=O | -9 | -0.6
C[C@@H]1CN([C@@H](C)CO)C(=O)Cc2cc(NS(=O)(=O)c3ccc(Cl)cc3)ccc2O[C@H]1CN(C)C(=O)Nc1ccccc1 | -2 | 3.6
C[C@@H]1CN([C@H](C)CO)C(=O)c2cc(-c3cccc(C#N)c3)cnc2O[C@H]1CN(C)C(=O)C1CC1 | 6 | -1.6
Cc1noc(C)c1S(=O)(=O)N(C)C[C@H]1OCCCC[C@H](C)Oc2ccc(NS(C)(=O)=O)cc2C(=O)N([C@@H](C)CO)C[C@@H]1C | · | 0.7
CNC[C@H]1OCCCC[C@H](C)Oc2ccc(NC(=O)NC3CCCCC3)cc2C(=O)N([C@H](C)CO)C[C@@H]1C | 12 | ·
Cc1ccc(S(=O)(=O)Nc2cccc3c2O[C@@H](CN(C)Cc2ccccc2)[C@@H](C)CN([C@@H](C)CO)C3=O)cc1 | -4 | -0.7
COc1ccccc1S(=O)(=O)N(C)C[C@@H]1Oc2cc(/C=C/c3ccccc3)ccc2S(=O)(=O)N([C@H](C)CO)C[C@@H]1C | -4 | 1.2
